Screening results: PubChem BioAssay, National Center for Advancing Translational Sciences (NCATS)
3T3 cytotox = Cytotoxic Profiling in NIH 3T3 Cell Line of Diverse Libraries Using Quantitative High-Throughput Screening. NIH 3T3 viability, CellTiter-Glo ATP luminescence, 48-72 h. Potency, µM (highest dose often 96.7 µM), for inactives: at the highest dose activity change, negative = cytotoxicity, actives largely listed as inhibitors. actives 4.3% (n = 94,000). AID 1345082, 2018; also: potency is read from the fitted curve at half-maximal effect; nearly all actives have a fitted effect of over 55% in size
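First NIH 3T3 cells are plated at 400 cells/well; next compound is pinned in; then plates incubate 48 or 72 hr at 37 °C; finally CellTiter-Glo is added and luminescence read after 10 min.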
SNCA expr inhib = Primary qHTS assay for inhibitors of alpha-synuclein gene (SNCA) expression; Potency, µM (series often up to 57.2 µM), for the others: top-dose activity change, negative = inhibition, most hits filed as inhibitors; actives 0.17% (n = 140,000); AID 1671194, 2021; HEK-293 SNCA-luciferase knock-in, luminescence, 24 h;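 also: potency is read from the fitted curve at half-maximal effect; plate controls were DMSO cells for no effect and cell-free wells for full effect; nearly all actives have a fitted effect of over 45% in size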
GPT2 inh = Primary qHTS assay for inhibitors of Glutamate pyruvate transaminase 2 (GPT2); Alanine aminotransferase 2 (Homo sapiens), Q8TD30; Recombinant GPT2, coupled pyruvate oxidase/HRP Amplex Red fluorescence; Potency, µM (series often up to 57.7 µM), inactives show top-dose activity change, negative = inhibition, most hits filed as inhibitors; actives 0.25% (n = 100,000); also: potency is read from the fitted curve at half-maximal effect; nearly all actives have a fitted effect of over 60% in size; many of its hits are not listed in these tables
Target sequence (Q8TD30 whole entry, looked up): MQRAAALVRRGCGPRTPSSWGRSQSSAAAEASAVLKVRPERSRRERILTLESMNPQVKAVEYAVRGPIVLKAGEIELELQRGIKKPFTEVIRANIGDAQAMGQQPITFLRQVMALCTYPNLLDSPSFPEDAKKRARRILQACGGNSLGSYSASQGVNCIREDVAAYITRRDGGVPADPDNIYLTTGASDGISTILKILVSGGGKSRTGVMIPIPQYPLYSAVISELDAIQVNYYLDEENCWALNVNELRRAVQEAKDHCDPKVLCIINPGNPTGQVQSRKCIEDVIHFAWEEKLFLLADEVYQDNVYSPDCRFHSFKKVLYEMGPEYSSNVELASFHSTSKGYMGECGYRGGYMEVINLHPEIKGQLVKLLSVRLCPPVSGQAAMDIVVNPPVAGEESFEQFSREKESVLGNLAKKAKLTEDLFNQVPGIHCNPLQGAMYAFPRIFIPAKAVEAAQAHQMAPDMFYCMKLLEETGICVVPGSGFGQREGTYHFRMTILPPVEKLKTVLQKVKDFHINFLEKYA
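GPT2 10ng/uL, a-KG 250uM, L-Ala 2mM, HEPES pH7.5 + 0.0001% Tween; 30 min RT. Then Amplex mix (PO/HRP/ThPP), 30 min RT dark, fluorescence. AOA 50uM used as positive control.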
SNCA viab count = GF-AFC viability counterscreen for inhibitors of alpha-synuclein gene (SNCA) expression; HEK-293-SNCA-luc viability, GF-AFC fluorescence, 24 h; actives 0.12% (n = 150,000); Potency, µM (series often up to 57.1 µM), for the others: top-dose activity change, negative = cytotoxicity, most hits filed as cytotoxic;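 also: potency is read from the fitted curve at half-maximal effect; 0% = DMSO-treated cells and -100% = medium-only wells without cells; nearly all actives have a fitted effect of over 30% in size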
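Cytotoxicity counterscreen: after 24 h compound treatment of genome-edited SNCA-luciferase HEK-293 cells, live-cell protease substrate GF-AFC read by fluorescence after 30 min; activity scaled between DMSO (0%) and medium-only (-100%), curves Hill-fitted.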
IP6K1 inh = Primary qHTS assay for small molecule inhibitors of Inositol hexaphosphate kinase 1 (IP6K1). Inositol hexakisphosphate kinase 1 (Homo sapiens), Q92551. IP6K1 kinase, ADP-Glo luminescence, 2 h; active compounds read low. activity change, % (series mostly up to about 58 µM). actives 0.81% (n = 140,000). AID 1645851, 2021; in the data active = activity change below about -25%
Target sequence (Q92551 whole entry, looked up): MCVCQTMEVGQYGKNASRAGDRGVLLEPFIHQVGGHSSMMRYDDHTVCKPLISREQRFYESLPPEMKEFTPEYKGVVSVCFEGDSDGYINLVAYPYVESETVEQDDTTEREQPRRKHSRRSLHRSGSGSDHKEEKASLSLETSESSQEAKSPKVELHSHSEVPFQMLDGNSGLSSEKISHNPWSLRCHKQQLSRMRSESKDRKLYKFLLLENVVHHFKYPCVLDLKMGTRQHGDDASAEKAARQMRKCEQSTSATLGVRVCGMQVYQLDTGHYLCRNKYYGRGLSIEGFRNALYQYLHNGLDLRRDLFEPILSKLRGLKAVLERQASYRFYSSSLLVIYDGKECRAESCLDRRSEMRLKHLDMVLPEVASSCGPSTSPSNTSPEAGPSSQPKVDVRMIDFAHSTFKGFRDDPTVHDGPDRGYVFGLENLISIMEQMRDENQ
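ADP-Glo luminescence measures ADP made by human IP6K1 during a 2 h RT reaction with ATP/IP6 (mix at 1.3 mM/130 uM); top library doses 57.5 and 19.1 uM final.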
FLuc inh = Firefly luciferase inhibition profiling of diverse chemical library using quantitative high-throughput screening. Luciferin 4-monooxygenase (Photinus pyralis), P08659. purified P. pyralis luciferase, luminescence, biochemical. Potency, µM (titrated, usually from 115 µM), without a hit: at the top dose activity change, negative = inhibition, usual class: inhibitors. actives 2.5% (n = 76,000). AID 1347043, 2019; also: potency is read from the fitted curve at half-maximal effect; nearly all actives have a fitted effect of over 65% in size
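Inhibitors were tested against purified firefly luciferase in a biochemical, low-substrate format (both substrates at 10uM) and luminescence measured with a CCD imager.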
HEK293 tox = Cytotoxic Profiling in HEK 293 Cell Line of Diverse Libraries Using Quantitative High-Throughput Screening | HEK 293 viability, ATP luminescence (CellTiter-Glo), 48-72 h | Potency, µM (highest dose often 115 µM), for inactives: at the top dose activity change, negative = cytotoxicity, most hits filed as inhibitors | actives 6.6% (n = 94,000) | AID 1345083, 2018; also: potency is read from the fitted curve at half-maximal effect; nearly all actives have a fitted effect of over 60% in size
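Cytotoxicity was scored by loss of ATP-coupled luminescence (CellTiter-Glo) in HEK 293 cells. Compound treatment ran 48 or 72 hr at 37 degree Celsius, 5% CO2, 95% humidity.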
Starred values were filed as active, the others as inactive; i = inactive; ? = inconclusive; / = no result given; & = joins results of further samples; [ ] = another dose, or the depositor's remark. Unless noted, calls follow the shape of the dose curve; as a rule, active = well fitted curve in the direction sought with a large enough effect; inconclusive = small, poorly fitted or top-dose-only effect, or another doubt; inactive = no such curve, though single readings can be large; an effect the other way counts as inactive or inconclusive. Unless noted, % is scaled to controls: 0 for no effect and ±100 for the full control effect.

SMILES | 3T3 cytotox | SNCA expr inhib | GPT2 inh | SNCA viab count | IP6K1 inh | FLuc inh | HEK293 tox
O=C(c1cccs1)N1CCC2(CC1)CC(OCC1CC1)CCO2 (stereo not given) | -16% | -7% | -28% | -6%[12.5 µM] | -3 | -12% | -10%
CCC(CC)N1CCCC(c2nc(-c3cccnc3)no2)CCNC(=O)CC1 (stereo not given) | -12% | 22% | i | -1% | 34 | -3% | -2%
Cc1ccc(N2CC(NC(=O)c3ccccc3C(F)(F)F)CC2=O)cc1C (stereo not given) | / | 18% | / | 3% | 8 | / | /
CCCOCc1cc(CN2CCN(c3cccc(Cl)c3)CC2)c(O)c2ncccc12 | / | ? | / | -18% | 21 | / | /
CCOC(=O)c1cc(OC(=O)c2ccccc2Cl)n(-c2ccccc2)n1 | / | -29% | / | 8% | 10 | / | /
COc1cccc(CN2CCN(c3nc4c(s3)c(C)nn4C)CC2=O)c1 | ? | ? | 1% | ? | -10 | -12% | ?
COc1cccc(C(=O)N2CCC3(CC2)CC(OC)CCO3)c1 (stereo not given) | i | 9% | -3% | 11%[12.5 µM] | 10 | 0% | i
CCn1c(CN2CCC(C)CC2)nc2cc(NC(=O)COc3ccc([N+](=O)[O-])cc3)ccc21 | / | -4% | / | -7% | -14 | / | /
Cc1ccc(C(=O)Nc2nc3nc(-c4ccccc4)cc(=O)n3[nH]2)cc1 | / | -3% | / | -6% | 2 | / | /
COc1ccc(C(=O)NC2CCN(c3cc(-c4cccs4)[nH]n3)C2)cn1 (stereo not given) | -25% | -5% | ? | -27% | 6 | -8% | ?
O=C(C1CCCO1)N1CCc2[nH]nc(C(c3ccccc3)c3ccccc3)c2C1 (stereo not given) | 2% | 24% | -3% | 5% | 5 | -5% | i
CC(C)c1ccc(-c2noc(SCC(=O)N3CCCCC3C)n2)cc1 (stereo not given) | / | 4% | / | 0% | 8 | / | /
COc1ccc(N2CCN(C(=O)C3Cc4ccccc4N3C(C)=O)CC2)cc1 (stereo not given) | / | -3% | / | 9% | -21 | / | /
CCCCOc1cccc(C(=O)Nc2cccc(-c3nc4ncccc4o3)c2C)c1 | / | -11% | / | -2% | -5 | / | /
COc1ccc(C(=O)N2CC(=O)Nc3ccc(Br)cc3C2c2ccc(F)cc2)cc1OC (stereo not given) | / | 23% | / | -12% | -7 | / | /
CCn1c(=O)c(=O)n(CC)c2cc(S(=O)(=O)Nc3ccc(C)cc3)ccc21 | / | -29% | / | -3% | -15 | / | /
Cc1ccc(-c2nc3nc(C)cc(C)n3c2Nc2ccc3c(c2)OCCO3)cc1 | / | 114%[activator] | / | -4% | 6 | / | /
COc1ccc(Cn2c(CNC(=O)c3ccc(N(C)C)cc3)nc3cccnc32)cc1 | / | 16% | / | -15% | 1 | / | /
Cc1c(CNCCCc2ccccc2)c(C(=O)O)c(C)n1Cc1cccc(Cl)c1 | / | -4% | / | -15% | 2 | / | /
CCOC(=O)C1CCC(CN(Cc2ccc(OC)cc2)S(=O)(=O)c2ccc(F)c(C(=O)Nc3c(C)cccc3C)c2)CC1 (stereo not given) | / | -6% | / | 10% | 12 | / | /

Quoted from the listing.
FLuc inh, COc1cccc(C(=O)N2CCC3(CC2)CC(OC)CCO3)c1 (stereo not given) reads 0%
SNCA viab count, CCCCOc1cccc(C(=O)Nc2cccc(-c3nc4ncccc4o3)c2C)c1 reads -2%
IP6K1 inh, CCC(CC)N1CCCC(c2nc(-c3cccnc3)no2)CCNC(=O)CC1 (stereo not given) reads 34
IP6K1 inh, CCOC(=O)c1cc(OC(=O)c2ccccc2Cl)n(-c2ccccc2)n1 reads 10

(continued)
SMILES | 3T3 cytotox | SNCA expr inhib | GPT2 inh | SNCA viab count | IP6K1 inh | FLuc inh | HEK293 tox
CN1C[C@H](N(C)C)CCC[C@@H](C(=O)N(C)Cc2cccnc2)CC1=O | i | -19%[87.6 µM] | -13%[88.5 µM] | -7%[87.6 µM] | -16 | 1%[172 µM] | i
CC(C)n1nc(OC(C)(C)C(=O)NCc2ccncc2)c2cc(CN3CCOCC3)ccc21 | ? | 18% | 1% | 3% | 0 | -3% | -2%
COc1ccc2[nH]c3c(c2c1)CCN(C)C31CCN(C(=O)c2ccccc2)CC1 | ? | 16% | i | 7%[12.5 µM] | 17 | -3% | ?
Cc1n[nH]c(C)c1C(N)C(=O)N1CCN(c2ccc3nccn3n2)CC1 (stereo not given) | i | -15% | -13% | 12% | -4 | 2% | -1%
Cc1ccc(C)c(N2CCN(S(=O)(=O)c3cn(C)c(C)n3)CC2)c1 | / | 4% | / | -2% | 2 | / | /
CSc1ccc(CCNC(=O)CCc2c(C)nc3cc(-c4ccccc4)nn3c2C)cc1 | / | -9% | / | -15% | 4 | / | /
CCN(CC)S(=O)(=O)c1ccc2c(c1)N(CC(=O)NCCCN1CCN(c3ccc(OC)cc3)CC1)C(=O)CO2 | / | 17% | / | ? | 0 | / | /
CCNC(=O)OC1CCN(C(=O)c2ccc3c(c2)OCCCO3)CC(=O)N(C)c2ccccc21 (stereo not given) | ? | / | / | / | -3 | / | -10%
COc1ccc(C(=O)N2CCCn3ccnc3C2C(C)C)c(OC)c1 (stereo not given) | 1% | 29% | i | 4% | 2 | -1% | 0%
C[S+](=O)([O-])c1ccc(-c2cnc3n[nH]c(-c4ccccc4)c3n2)cc1 | ? | ? | 5%[88.5 µM] | -17%[87.6 µM] | 9 | 0%[172 µM] | ?
O=C(CCc1cc2n(n1)CCCNC2)N[C@H]1CCC[C@H]1Cc1ccc(F)cc1 | 5% | -17% | -11% | -10% | -18 | 4% | i
O=C(NC1C[C@H]2CC[C@@H](C1)N2C(=O)c1cccc(C(F)(F)F)c1)c1ccncc1 (stereo not given in full) | -9% | 14% | i | -3% | 3 | 1% | -2%
CCC(=O)N1c2ccccc2CC1C(=O)NCCN1CCN(c2ccccc2F)CC1 (stereo not given) | / | 4% | / | -10% | 5 | / | /
COc1nccc(-c2c(-c3ccc(F)cc3)ncn2C2CCNCC2)n1 | / | -5% | -3%&2% | -3%&-17% | 16 | / | /
O=C(c1cc(C2CC2)[nH]n1)N1CCc2n[nH]c(=O)n2CC1 | 4% | 8% | 2% | -14% | -16 | 7% | 4%
O=C(c1coc(CN2CCOCC2)c1)N1CCC2(CC1)[C@H](O)C[C@@H]2O | 3% | -7% | -2% | -5% | 2 | -5% | i
CCCc1cc(=O)[nH]c(SCC(=O)N2CCN(c3ccccc3)CC2)n1 | / | 7% | / | 2% | 5 | / | /
CNC(=O)[C@@H]1C[C@@H](n2cc(CNC(=O)Cc3ccccc3)nn2)CN1 | -3% | 9% | -3% | 11% | -5 | -1% | -7%
Cc1cc(C)c(NC(=O)Cn2c(=O)n(Cc3ccc4c(c3)OCO4)c(=O)c3ccccc32)c(C)c1 | / | -13% | / | 10% | -10 | / | /
Cc1cc2c(cc1S(=O)(=O)N1CCCCC1)OCC(=O)N2 | / | 6% | / | -6% | 6 | / | /
COc1ccc(CNC(=O)CN2C(=O)C(c3ccccc3)=NC2(C)C)cc1OC | i | -23% | -1% | -23%[12.5 µM] | 12 | -5% | 1%
Cc1c(Cl)c(C(=O)N2CCn3nc(Cc4ccccc4)cc3C2)nn1C | -22% | -11% | -26% | 13% | 21 | 0% | ?
COc1cc(/C=C/C(=O)OC2CC3CCC2(C)C3(C)C)ccc1O (stereo not given) | / | / | i | -7% | -9 | / | /
Cc1ccc(Cl)cc1N(C)C(=O)C1CCCN(c2ncnc3onc(-c4ccc(F)cc4)c23)C1 (stereo not given) | / | -8% | / | -9% | -5 | / | /
CC(=O)OC(C)C(C)(O)C(=O)O[C@@H]1CC[C@]2(C)CC(=O)C(=C(C)C)C[C@H]2[C@]1(C)OC(C)=O (stereo not given in full) | / | / | i | 0%[23.9 µM] | 25 | / | /
CCOCCNc1ncnc2c1CN(C1CCNCC1)C(=O)CN2C | i | -15% | i | 0% | 2 | / | 0%
CCOc1cccc(C(=O)Nc2ccc3oc(-c4ccncc4)nc3c2)c1 | / | 25% | / | ? | -14 | / | /
CCc1noc(-c2cccn3c(CNC(=O)c4ccncc4)nnc23)n1 | -3% | -13% | i | -1% | 30 | 0% | -9%
Cc1ccc(C(=O)N2CCCC(c3noc(COc4ccccc4)n3)C2)s1 (stereo not given) | ? | -6% | i | -4%[12.5 µM] | 16 | -9% | ?
CCOC(=O)N1CCc2c(sc3c2c(=O)n(-c2ccc(Cl)cc2)c(=O)n3CC(=O)Nc2ccccc2)C1 | / | -4% | / | 10% | -13 | / | /
COc1ccccc1-c1cc(C(=O)NC2CCCCCC2)c2cnn(C)c2n1 | -15% | / | / | / | -4 | / | ?
CCn1nc(-c2ccccc2)c(-c2ccccc2)c(C(=O)Nc2ccccc2C(N)=O)c1=O | / | 3% | / | 4% | 4 | / | /
CC(=O)c1ccc(NC(=O)CSc2nc(-c3ccccc3F)nc3c2c(=O)n(C)c(=O)n3C)cc1 | / | 10% | / | -2% | 12 | / | /
CCOC(=O)c1cc(-c2ccccc2)n(-c2cccc(C(=O)Nc3ccc(OC)cc3)c2)c1C | / | ? | / | 9% | 5 | / | /
COC(=O)c1cccc(NC(=S)N[C@@H]2C=C[C@@H](c3c(C)nn(-c4ccc(F)cc4)c3C)C2)c1 | ? | -20% | -14% | ? | -5 | -11% | 32µM*
COc1cccc(CNC(=O)c2cc(-c3cccs3)c3cccn3n2)c1 | ? | -14% | i | 0% | 13 | / | ?
O=C(NCCc1ccccc1)C1CCN(c2ncnc3c2nc2n3CCCCC2)CC1 | / | 34%[activator] | / | 0% | 5 | / | /
CN1CC(=O)N(c2ccc(Cl)cc2)Cc2c1ncnc2N1CCCCC1 | -30% | -12% | ? | -9% | -2 | -12% | ?
COCCN1CCC(N2CCN(C(=O)C3CCCC3)CC2)C1=O (stereo not given) | -2% | -5% | -17% | 2% | 9 | -7% | 1%

An excerpt from above in order of formula weight, ascending:
SMILES | 3T3 cytotox | SNCA expr inhib | GPT2 inh | SNCA viab count | IP6K1 inh | FLuc inh | HEK293 tox
COCCN1CCC(N2CCN(C(=O)C3CCCC3)CC2)C1=O (stereo not given) | -2% | -5% | -17% | 2% | 9 | -7% | 1%
CCc1noc(-c2cccn3c(CNC(=O)c4ccncc4)nnc23)n1 | -3% | -13% | i | -1% | 30 | 0% | -9%
Cc1ccc(Cl)cc1N(C)C(=O)C1CCCN(c2ncnc3onc(-c4ccc(F)cc4)c23)C1 (stereo not given) | / | -8% | / | -9% | -5 | / | /

The list is partial; rates above refer to the full screens.
